# High-throughput results deposited in PubChem BioAssay by several laboratories.
# LMPTP block: blocks human LMPTP phosphatase; P24666; recombinant LMPTP-A, OMFP fluorogenic substrate, fluorescence intensity; inhibition, % at 20 µM; 0.22% of 360,000 active; AID 651560;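 active means compounds that cut the enzyme signal by at least half of the control window in the single-dose screen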;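 further: plate controls were DMSO wells with enzyme plus substrate for no effect and substrate without enzyme for full effect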
#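 test system = LMPTP-A | amount = 0.625 nM LMPTP-A final | reagent = fluorogenic phosphatase substrate OMFP at 400 µM final | incubation = 50 min at room temperature | benchmarks = no-enzyme low control, uninhibited high control | medium = Bis-Tris pH 6.0, DTT, detergent | signal = fluorescence intensity of OMFP turnover product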
# NadD inh: NadD (S. aureus) enzyme inhibition. AID 602399. 0.78% of 360,000 active. purified NadD enzyme, colorimetric absorbance read-out. inhibition, % at 20 µM; in the data active means inhibition above about 26%; further: some compounds past the cut are filed as inactive
# Rin1 Abl inh: blocks binding of human Rin1 to Abl. TR-FRET Rin1/Abl binding, biochemical. inhibition, % at 7.35 µM. 0.4% of 360,000 active; in the data active means inhibition above about 5%, passing the limit was not always enough
# Target sequence (P00519 whole entry, looked up): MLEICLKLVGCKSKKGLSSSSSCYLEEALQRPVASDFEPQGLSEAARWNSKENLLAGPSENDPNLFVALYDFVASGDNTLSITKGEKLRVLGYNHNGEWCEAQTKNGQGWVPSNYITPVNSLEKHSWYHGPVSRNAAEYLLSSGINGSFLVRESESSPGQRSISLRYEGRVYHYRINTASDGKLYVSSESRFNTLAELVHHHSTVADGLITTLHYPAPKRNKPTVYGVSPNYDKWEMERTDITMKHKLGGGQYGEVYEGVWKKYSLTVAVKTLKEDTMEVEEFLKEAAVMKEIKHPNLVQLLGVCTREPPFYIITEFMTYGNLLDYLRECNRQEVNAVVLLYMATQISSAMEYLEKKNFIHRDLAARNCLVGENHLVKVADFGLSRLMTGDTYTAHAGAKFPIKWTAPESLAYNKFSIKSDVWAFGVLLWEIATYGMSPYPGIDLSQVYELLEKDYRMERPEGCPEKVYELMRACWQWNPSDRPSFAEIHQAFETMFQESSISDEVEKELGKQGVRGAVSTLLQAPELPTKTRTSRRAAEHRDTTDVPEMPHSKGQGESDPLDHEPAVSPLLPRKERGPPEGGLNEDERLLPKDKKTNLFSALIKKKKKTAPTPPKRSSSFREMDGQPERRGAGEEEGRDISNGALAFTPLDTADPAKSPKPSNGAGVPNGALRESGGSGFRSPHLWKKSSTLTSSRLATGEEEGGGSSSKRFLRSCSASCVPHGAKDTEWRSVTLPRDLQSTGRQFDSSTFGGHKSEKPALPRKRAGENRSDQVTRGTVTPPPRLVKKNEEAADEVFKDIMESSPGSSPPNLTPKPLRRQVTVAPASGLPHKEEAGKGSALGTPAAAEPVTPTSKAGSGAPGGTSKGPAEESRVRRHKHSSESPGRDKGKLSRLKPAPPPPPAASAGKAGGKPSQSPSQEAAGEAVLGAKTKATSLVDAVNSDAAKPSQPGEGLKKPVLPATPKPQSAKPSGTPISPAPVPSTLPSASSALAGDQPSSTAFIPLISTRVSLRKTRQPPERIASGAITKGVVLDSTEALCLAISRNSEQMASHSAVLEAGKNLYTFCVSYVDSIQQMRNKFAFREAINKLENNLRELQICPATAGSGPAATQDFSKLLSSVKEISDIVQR
# Target sequence (Q13671 whole entry, looked up): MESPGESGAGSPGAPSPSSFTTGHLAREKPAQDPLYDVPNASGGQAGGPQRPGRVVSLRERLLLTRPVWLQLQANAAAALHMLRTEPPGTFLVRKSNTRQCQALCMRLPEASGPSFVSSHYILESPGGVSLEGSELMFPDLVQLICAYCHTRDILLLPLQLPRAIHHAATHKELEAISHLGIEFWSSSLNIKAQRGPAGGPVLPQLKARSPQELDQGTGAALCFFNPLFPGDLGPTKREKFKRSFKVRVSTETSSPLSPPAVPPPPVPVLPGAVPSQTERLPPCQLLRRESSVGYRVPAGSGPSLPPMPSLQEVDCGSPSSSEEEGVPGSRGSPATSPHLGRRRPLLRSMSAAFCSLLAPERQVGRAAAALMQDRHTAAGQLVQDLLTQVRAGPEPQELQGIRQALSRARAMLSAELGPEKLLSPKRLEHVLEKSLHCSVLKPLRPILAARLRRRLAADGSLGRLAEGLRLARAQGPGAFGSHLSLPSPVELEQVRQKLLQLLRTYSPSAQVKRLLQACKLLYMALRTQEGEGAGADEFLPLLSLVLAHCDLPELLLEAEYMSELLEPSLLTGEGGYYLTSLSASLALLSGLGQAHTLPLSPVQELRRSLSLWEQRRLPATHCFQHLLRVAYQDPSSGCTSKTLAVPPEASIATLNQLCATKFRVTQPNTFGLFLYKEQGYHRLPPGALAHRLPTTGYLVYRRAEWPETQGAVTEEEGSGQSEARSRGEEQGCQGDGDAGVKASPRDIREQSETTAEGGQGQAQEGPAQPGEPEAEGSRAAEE
# Scp1 inh: inhibitors of human Scp-1 phosphatase; AID 493091; 0.88% of 340,000 active; inhibition, % at 20 µM; Q9GZU7; Recombinant Scp1, phosphopeptide, malachite green phosphate absorbance;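 active means inhibition above about 50% at 20 µM, limit read from the data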;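 further: plate controls were DMSO wells with enzyme for no effect and wells lacking enzyme for full effect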
#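 System: truncated SCP-1 phosphatase (76-261aa); medium: Tris acetate buffer pH 5.5 with MgCl2 and Tween-20; incubation: 45 min room-temperature reaction, 5 min colour, 30 min stabiliser; compound: single 20 µM dose, 1% DMSO; reagent: Phosphorylated 17-residue peptide substrate; read-out: % inhibition at 20 µM; technique: colorimetric free-phosphate detection, absorbance 630 nm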
# STEP block: inhibitors of human striatal-enriched phosphatase STEP; P54829; recombinant STEP, OMFP fluorogenic substrate, fluorescence; inhibition, % at 20 µM; 0.25% of 360,000 active; AID 588621;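 active means inhibition at 20 µM, scaled per plate between control wells, above about 37%, limit read from the data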;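 further: 0% = DMSO with enzyme and substrate and 100% = substrate only without enzyme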
#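 medium = Bis-Tris buffer pH 6.0, 2.5 mM DTT, 0.005% Tween 20 | test system = STEP (striatal-enriched tyrosine phosphatase) enzyme, cell-free | measure = normalized % inhibition | compound dosing = 20 µM, 1% DMSO | also added = 25 µM OMFP | schedule = reaction 20 min, ambient temperature | measured by = fluorescence read at 480 nm ex / 540 nm em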
# CSN deneddyl inh: blocks human CSN-mediated cullin deneddylation; 0.38% of 360,000 active; Q92905; inhibition, % at 12.5 µM; Purified CSN, SCF-Nedd8-OG deneddylation, fluorescence polarization;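 active means pattern-corrected inhibition above about 35%, with an unprinted fluorescence ratio check between 0.5 and 1.5, limit read from the data, passing the limit was not always enough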;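 further: 0% = enzyme with substrate and 100% = substrate without enzyme; some results filed as inactive read as strong as hits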
#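 Schedule: reaction 90 min, room temperature / Assay system: HEK293T-derived human Csn5 enzyme / Input: Csn5 at 0.24 nM final / Measure: inhibition of Csn5 cleavage, % / Control set: substrate-only high control, full reaction low control / Technique: fluorescence polarization of the substrate / Buffer or medium: Tris/NaCl/DTT buffer, pH 7.5 / Reagent: SCFSkp2-Nedd8OG substrate at 10 nM final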
# Neddylation inh: blocks human cullin neddylation; P61081+Q13564; TR-FRET cullin neddylation, biochemical; calls only at 25 µM; 0.58% of 360,000 active; in the data active means inhibition above about 36%
# DNMT1 block: inhibitors of human DNMT1. P26358. DNMT1 molecular beacon, Hinp1I cleavage, fluorescence. inhibition (reported as % activation of signal), % at 10 µM. 0.83% of 360,000 active; in the data active means inhibition above about 50%
# SUMO1 PPI mod: alters human SUMO1 binding to SIM partners; 0.33% of 360,000 active; SUMO1 binding to a labelled peptide, TR-FRET, 1 h; P63165; AID 602429; inhibition, % at 20 µM; in the data active means inhibition above about 37%
# Rpn11 block: blocks the human proteasome subunit Rpn11 | AID 588493 | O00487 | calls only at 20 µM | human 26S proteasome, Ub4-pepOG fluorescence polarization; 20S core pre-blocked with epoxomicin | 0.59% of 360,000 active;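 active means inhibition at 20 µM, scaled to each plate's controls, above about 33%, limit read from the data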
# Active calls of the source: *; i = inactive; . = no result given; + = active, no number.
Molecule	LMPTP block	NadD inh	Rin1 Abl inh	Scp1 inh	STEP block	CSN deneddyl inh	Neddylation inh	DNMT1 block	SUMO1 PPI mod	Rpn11 block
COC(=O)C1(CCSC)NC(c2ccc(OC)cc2OC)C2C(=O)N(c3cccc(C(C)=O)c3)C(=O)C21 (stereo not drawn)	0.2	1	-5	-4	-1	0	i	-4	5	i
CCOc1ccc(S(=O)(=O)NC(C)C(=O)NCc2cccnc2)cc1 (stereo not drawn)	-0.4	0	0	-5	-1	-2	i	2	4	i
Cc1nnc2sc(SCC(=O)Nc3cccc(Cl)c3)nn2c1=O	-0.7	-4	-2	-6	4	3	i	0	7	i
CCn1c(C)nc([N+](=O)[O-])c1Sc1ccc(F)cc1	-3.2	-2	3	-1	-2	-1	i	4	-6	i
N#Cc1c(C(F)(F)F)cc(=O)n2c1[nH]c1ccccc12	-0.1	0	0	-10	1	5	.	1	-9	i
CCOc1ccccc1NC1c2ccccc2C(=O)N1c1cccnc1 (stereo not drawn)	-0.6	-2	-3	6	-2	-3	i	1	1	i
COC(=O)C(CC(=O)c1ccc(Br)cc1)n1cccn1 (stereo not drawn)	-2.3	-9	2	-6	-1	0	i	3	0	i
O=[N+]([O-])c1ccc2oc(C(O)c3cccc(Cl)c3)cc2c1 (stereo not drawn)	2.8	-13	-1	-15	2	-3	i	-3	-21	i
FC(F)(F)c1cccc(N2CCCCC2)c1	-0.9	-5	2	.	-1	-2	i	10	4	i
Clc1cccc(N/N=C/c2ccncc2)c1	5.0	-2	1	3	-3	5	i	3	-24	i
CCCCN(CC)Cc1c(O)ccc2c(-c3ccccc3)cc(=O)oc12	-1.6	-6	-1	-14	-1	-2	+	0	-33	i
CCOC(=O)N1CCC(NC(=O)CN2C(=O)CSc3nc(C)cc(C)c32)CC1	-1.6	2	3	.	-3	-3	i	38	1	i

# Looked up by structure from above, 3 records:
Molecule	LMPTP block	NadD inh	Rin1 Abl inh	Scp1 inh	STEP block	CSN deneddyl inh	Neddylation inh	DNMT1 block	SUMO1 PPI mod	Rpn11 block
FC(F)(F)c1cccc(N2CCCCC2)c1	-0.9	-5	2	.	-1	-2	i	10	4	i
CCOC(=O)N1CCC(NC(=O)CN2C(=O)CSc3nc(C)cc(C)c32)CC1	-1.6	2	3	.	-3	-3	i	38	1	i
N#Cc1c(C(F)(F)F)cc(=O)n2c1[nH]c1ccccc12	-0.1	0	0	-10	1	5	.	1	-9	i

# Later entries
Molecule	LMPTP block	NadD inh	Rin1 Abl inh	Scp1 inh	STEP block	CSN deneddyl inh	Neddylation inh	DNMT1 block	SUMO1 PPI mod	Rpn11 block
CCOc1ccc(/C=N/NC(=S)NC2CC3CCC2C3)cc1 (stereo not drawn)	4.4	0	0	-11	0	12	i	3	2	i
Cc1c(NS(=O)(=O)c2ccc(C(=O)NCc3ccc(F)cc3)cc2)c(=O)n(-c2ccccc2)n1C	0.6	3	0	-2	3	1	i	1	-1	i
C[C@@H]1CN([C@H](C)CO)C(=O)c2c(c3ccccc3n2C)-c2ccccc2CO[C@H]1CN(C)C(=O)NC1CCCCC1	-1.9	-1	2	.	0	-3	i	2	3	i
COc1ccc(C(=O)c2cnc(C(C)C)n2C)cc1	-1.7	-2	2	-4	1	-2	i	5	0	i
CC1(c2ccccc2)CC(c2ccccc2)=Nc2ccccc2N1 (stereo not drawn)	1.6	2	-4	-10	3	8	i	-5	-11	i
COc1ccc(C(C)C)cc1S(=O)(=O)NCc1ccccn1	-0.3	11	3	-1	2	-5	i	3	1	i
Cn1c(=O)c(-[n+]2ccccc2)c([O-])c2ccccc21	2.2	-1	1	-8	2	3	i	2	1	i
COCCn1c(SCC(=O)N(C(C)C)C(C)C)nnc1-c1cc2ccccc2cc1O	-0.1	2	-6	-5	1	2	i	16	-6	i
O=[N+]([O-])/C=C/c1cn(Cc2ccc(Cl)cc2)c2ccccc12	3.6	-3	-2	-13	0	1	i	-11	-4	i
CC(CC(=O)NC(C)c1ccc2c(c1)OCCO2)c1ccccc1 (stereo not drawn)	-3.1	-1	-4	-8	1	-5	i	3	-3	i
COCCNC(=O)C1(C)CCCN(C(=O)c2ccc(N(C)C)cc2)C1 (stereo not drawn)	-0.2	0	2	.	-3	0	i	-2	3	i
Cn1cccc([N+](=O)[O-])c1=O	-1.5	1	2	.	0	-1	i	4	-22	i

# Additional results.
Molecule	LMPTP block	NadD inh	Rin1 Abl inh	Scp1 inh	STEP block	CSN deneddyl inh	Neddylation inh	DNMT1 block	SUMO1 PPI mod	Rpn11 block
O=C1CCC2(C(=O)O)Sc3ccccc3N12 (stereo not drawn)	-1.0	2	1	3	1	1	i	3	0	i
CSc1ccc(CN2C(=O)C(C)Oc3c(C(C)=O)cccc32)cc1 (stereo not drawn)	1.3	-6	-1	.	4	-6	i	0	13	i
CCC1CSC(Nc2ccc(C(=O)/C=C/c3ccc(Br)cc3)cc2)=N1 (stereo not drawn)	5.4	7	-3	2	-2	10	i	14	0	i
Cc1ccc(S(=O)(=O)N(CC(O)CN2C(=O)NC(C)(C)C2=O)c2ccccc2)cc1 (stereo not drawn)	-0.8	4	2	-6	1	-5	i	0	2	i
O=S(=O)(c1ccccc1)n1c(C(O)c2ccccn2)cc2ccccc21 (stereo not drawn)	-0.1	5	-3	-7	2	0	i	-5	-2	i
CC1(C)c2[nH]c3ccccc3c2C[C@@H]2C(=O)N(Cc3ccccc3Cl)C(=O)N21	0.7	-3	1	4	-1	2	i	-9	5	i
Cc1ccccc1C(=O)N1CCC2CC1c1cc(Cl)ccc12 (stereo not drawn)	0.5	2	-7	-8	-2	3	i	4	1	i
O=C1CCCCN1CCC(=O)N1CCCC(Nc2ccccc2)C1 (stereo not drawn)	-0.4	-4	4	-7	-3	1	i	-2	-3	i
Cc1cccc(S(=O)(=O)C(C#N)c2nc3ccccc3nc2N2CC(C)OC(C)C2)c1 (stereo not drawn)	0.2	0	-4	-4	-5	0	+	-9	-3	i
Fc1ccccc1NC(=S)N1CCN(C/C=C/c2ccccc2)CC1	-1.7	-7	3	-1	5	-1	i	0	-3	i
COc1ccc(OC)c(S(=O)(=O)n2cnc3ccccc32)c1	-2.1	-2	-2	-2	0	0	i	-2	-3	i
Cc1onc(C(=O)Nc2ccc3c(c2)OCO3)c1[N+](=O)[O-]	1.1	1	0	3	-2	-2	i	-6	-20	i

# Following part:
Molecule	LMPTP block	NadD inh	Rin1 Abl inh	Scp1 inh	STEP block	CSN deneddyl inh	Neddylation inh	DNMT1 block	SUMO1 PPI mod	Rpn11 block
CC(C)Oc1cc(F)ccc1-c1cc(C(=O)Nc2ccc(C(C)C)cc2)[nH]n1	0.1	4	3	.	-1	-1	i	-5	0	i
CN1C(=O)c2ccccc2Cc2c(NCc3ccccc3)ncnc21	0.0	0	1	.	0	6	i	2	1	i
CC(C)COC(=O)N1CCN(S(=O)(=O)c2ccc3c(c2)CCC3)CC1	1.5	-2	1	-6	4	2	i	0	0	i
Cc1cc(NC(=O)CSCC(=O)Nc2cc(C(F)(F)F)ccc2N2CCCC2)no1	0.2	-7	1	-4	-1	-3	i	0	4	i
Cc1ccc(OCC(=O)N/N=C/c2cccn2C)cc1	-1.7	-4	2	-7	1	3	i	1	3	i
O=C(N/N=C/c1ccc([N+](=O)[O-])o1)c1ccncc1	-0.6	-5	-4	-4	1	4	+	-13	-24	i
CCc1nnc(NC(=O)C2CC(=O)N(c3ccc4c(c3)OCCO4)C2)s1 (stereo not drawn)	-1.3	-4	1	-2	-2	-22	i	-2	-3	i
O=C(COC(=O)c1ccccc1)Nc1ccc(Cl)cn1	1.1	-1	-5	-2	7	0	i	1	-3	i
Cc1ccc(NC(=O)c2ccc(NCC3CCCO3)c([N+](=O)[O-])c2)cc1Cl (stereo not drawn)	1.9	-2	1	-2	-2	41*	i	1	-15	.
Cc1cc(=O)oc2c3c(cc(OCC(=O)Nc4ccc(CCO)cc4)c12)OC(C)(C)CC3	0.5	-4	-3	4	0	3	.	-9	10	i
CC(NC(=O)c1ccccc1F)C(=O)O (stereo not drawn)	-0.8	1	-4	0	-4	-1	i	1	4	i
Fc1ccc(NC(=S)N2CCCC2)cc1Cl	-0.6	-7	0	13	-5	-9	i	5	2	i

# Remaining list, next part.
Molecule	LMPTP block	NadD inh	Rin1 Abl inh	Scp1 inh	STEP block	CSN deneddyl inh	Neddylation inh	DNMT1 block	SUMO1 PPI mod	Rpn11 block
C=CC[C@@H](CC(=O)OC(C)(C)C)C(=O)OC[C@@H]1CCCN1C(=O)[C@@H](CC=C)CC(=O)N[C@H](CO)Cc1ccccc1	-0.2	4	1	-2	1	-7	i	0	-4	i
OCCC1CN(CC#Cc2ccccc2)CCN1C1CCCC1 (stereo not drawn)	0.8	-8	0	-7	0	-4	i	3	0	i
CCN(CC)S(=O)(=O)c1ccc(N2CCOCC2)c(NC(=O)Cc2ccccc2F)c1	0.0	-3	2	-4	3	-1	i	0	1	i
COc1cc(S(=O)(=O)NCC2CCCO2)ccc1Br (stereo not drawn)	-0.5	-5	-1	2	-5	0	i	2	-4	i
Cc1ccc(NS(=O)(=O)c2cccs2)cc1S(=O)(=O)N1CCCCCC1	0.6	-1	0	-7	-1	95	i	-9	-2	i
CCS(=O)(=O)N1CCC(C(=O)Nc2cccc(F)c2)CC1	-0.1	0	1	-1	-1	-1	i	1	0	i
CSc1nc2nc3c(c(=O)n2[nH]1)CN(Cc1ccccc1)CC3	-0.5	0	0	0	-2	1	i	-3	15	i
O=c1c2c3c(sc2nc2n1CCC2)CCCC3	1.0	-1	0	-12	-4	4	i	0	-1	i
O=C(Nc1ccc(CN2CCOCC2)cc1)c1ccc(N2CCCC2)c([N+](=O)[O-])c1	3.1	2	-4	-3	2	-8	i	-7	-27	i
CCOC(=O)N1CCN(C(=O)c2ccc(Cl)c(S(=O)(=O)N3CCCC3)c2)CC1	-1.3	-3	0	21	0	0	i	0	-4	i
CCOc1ccc(OCC)c(NC(=O)CN(C)S(=O)(=O)c2cnc[nH]2)c1	-1.4	-2	0	-2	-5	-2	i	1	1	i
Cc1cccc(-c2nnc(C(C)Nc3cccc(C(=O)NC4CC4)c3)o2)c1 (stereo not drawn)	0.0	7	5	.	2	-5	i	2	2	i

# (cont.)
Molecule	LMPTP block	NadD inh	Rin1 Abl inh	Scp1 inh	STEP block	CSN deneddyl inh	Neddylation inh	DNMT1 block	SUMO1 PPI mod	Rpn11 block
O=S(=O)(NCc1ccccc1)c1ccccc1NCc1ccc(Cl)cc1	2.2	0	0	4	0	-6	i	-5	5	i
CCOc1ccccc1NC(=O)CSc1nnc2ccc(-c3cccnc3)nn12	-0.6	3	-2	7	0	-1	i	-1	-20	i
COc1ccc(OC)c(NC(=O)c2ccc3c(c2)CCN3S(C)(=O)=O)c1	-0.9	-6	-1	-2	2	4	i	0	3	i
CCO[C@@H]1OC(C(=O)NCc2nc3ccccc3[nH]2)=C[C@H](c2csc3ccccc23)[C@H]1CCCO	0.8	5	3	0	-2	2	i	-6	4	i
